Screens from PubChem.
Mtb FBA inh: Mtb FBA enzyme inhibitors, primary screen, biochemical, fluorescence, strain H37Rv. inhibition, % at 1 µM. purified M. tuberculosis FBA, fluorescence read-out. hit rate 2.3% among 360,000. Fructose-bisphosphate aldolase (Mycobacterium tuberculosis (strain ATCC 25618 / H37Rv)), …. AID 588726, 2011; in the data active = inhibition above about 27%;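 note: 0% = vehicle and 100% = reference inhibitor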
Target sequence (P9WQA3 whole entry, looked up): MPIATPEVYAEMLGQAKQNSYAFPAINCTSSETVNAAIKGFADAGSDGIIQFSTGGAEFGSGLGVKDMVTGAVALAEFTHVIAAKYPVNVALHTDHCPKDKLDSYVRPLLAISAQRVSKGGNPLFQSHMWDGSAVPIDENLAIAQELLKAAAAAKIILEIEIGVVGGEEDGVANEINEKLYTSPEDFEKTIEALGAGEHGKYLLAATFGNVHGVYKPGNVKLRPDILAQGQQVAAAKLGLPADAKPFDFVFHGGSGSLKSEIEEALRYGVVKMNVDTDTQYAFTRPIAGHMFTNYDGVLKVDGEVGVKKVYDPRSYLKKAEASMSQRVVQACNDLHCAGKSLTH
Rv3671c inh: Rv3671c serine protease inhibitors, primary screen, biochemical, fluorescence polarization, M. tuberculosis H37Rv | inhibition, % at 5.96 µM | P9WHR9 | hit rate 0.048% among 320,000; in the data active = inhibition above about 38%;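 note: extracellular domain of Rv3671c used as enzyme; 0% = enzyme with DMSO and 100% = no enzyme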
FadD28 FP inh: inhibitors of FadD28 bisubstrate probe binding, primary screen, biochemical, fluorescence polarization, single point; Mycobacterium tuberculosis FadD28 fatty-acid-AMP ligase; inhibition, % at 12.5 µM; hit rate 0.22% among 360,000; AID 588549, 2011; in the data active = inhibition above about 8.5%, passing the limit was not always enough; inconclusive = no clear call, values can overlap the other calls
Mtb UGM inh: M. tuberculosis UGM enzyme inhibitors, primary screen, biochemical, fluorescence polarization, single point; UDP-galactopyranose mutase (Mycobacterium tuberculosis (strain ATCC 25618 / H37Rv)), …; purified UGM, fluorescence polarization probe displacement; hit rate 0.06% among 320,000; inhibition, % at 10 µM; in the data active = inhibition above about 10%, passing the limit was not always enough; inconclusive = no clear call, values can overlap the other calls
Target sequence (P9WIQ1 whole entry, looked up): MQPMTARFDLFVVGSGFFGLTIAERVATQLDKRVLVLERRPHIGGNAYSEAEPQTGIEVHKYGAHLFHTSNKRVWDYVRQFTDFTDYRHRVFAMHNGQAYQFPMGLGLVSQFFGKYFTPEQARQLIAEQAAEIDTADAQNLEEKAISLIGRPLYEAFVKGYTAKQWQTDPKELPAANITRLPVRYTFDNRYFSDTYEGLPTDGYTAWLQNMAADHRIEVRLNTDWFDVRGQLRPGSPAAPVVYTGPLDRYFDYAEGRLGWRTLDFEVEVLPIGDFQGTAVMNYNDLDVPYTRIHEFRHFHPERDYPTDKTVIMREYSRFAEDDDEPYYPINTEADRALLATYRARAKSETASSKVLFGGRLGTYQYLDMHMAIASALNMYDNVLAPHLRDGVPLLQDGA
GDH-TPI inh: GDH-TPI coupling enzyme inhibitors, primary screen, artefact control for M. tuberculosis FBA inhibitor project, biochemical, absorbance, full deck | AID 588335, 2011 | hit rate 1.2% among 360,000 | inhibition, % at 4.8 µM | GDH-TPI coupled enzyme counterscreen, NADH absorbance;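 note: 0% = DMSO wells and 100% = wells lacking the enzyme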
BoNT-F LC inh: BoNT/F light chain protease inhibitors, primary screen, biochemical, flow cytometry, MLPCN library | Multiplex microsphere protease cleavage assay | inhibition, % at 10 µM | hit rate 0.22% among 360,000 | AID 588497, 2011; in the data active = inhibition above about 35%, passing the limit was not always enough; inconclusive = no clear call, values can overlap the other calls; note: plate controls were buffer without enzyme for full effect and enzyme alone for no effect
VHR inh abs: VHR1 phosphatase inhibitors, primary screen, biochemical, absorbance, uHTS | Dual specificity protein phosphatase 3 (Homo sapiens), P51452 | recombinant VHR phosphatase, pNPP absorbance | inhibition, % at 13.3 µM | hit rate 0.52% among 290,000 | AID 1654, 2009; in the data active = inhibition above about 50%; note: some compounds called inactive have numbers as strong as hits
Target sequence (P51452 whole entry, looked up): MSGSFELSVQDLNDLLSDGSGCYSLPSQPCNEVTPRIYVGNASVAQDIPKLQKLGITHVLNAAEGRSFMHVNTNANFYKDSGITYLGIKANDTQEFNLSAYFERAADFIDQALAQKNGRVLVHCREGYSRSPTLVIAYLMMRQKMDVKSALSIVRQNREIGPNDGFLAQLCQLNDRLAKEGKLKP
MazEF act: activators of E. coli MazEF toxin-antitoxin RNase, primary screen, biochemical, fluorescence, uHTS; hit rate 0.32% among 350,000; FAM/BHQ RNA-DNA oligo cleavage fluorescence, 5 h; Endoribonuclease toxin MazF (Escherichia coli (strain K12)), P0AE70; activation, % at 20 µM; in the data active = activation above about 50%
Target sequence (P0AE70 whole entry, looked up): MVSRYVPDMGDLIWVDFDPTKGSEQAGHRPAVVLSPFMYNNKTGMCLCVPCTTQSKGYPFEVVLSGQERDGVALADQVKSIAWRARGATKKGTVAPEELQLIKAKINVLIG
BioA inh: M. tuberculosis BioA enzyme inhibitors, primary screen, biochemical, plate reader, single point, HTS | 7,8-diaminopelargonic acid synthase BioA (Mycobacterium tuberculosis) | purified M. tuberculosis BioA enzyme | inhibition, % at 9.99 µM | hit rate 0.096% among 360,000; in the data active = inhibition above about 40%; inconclusive = no clear call, values can overlap the other calls
CCHF vOTU inh: CCHFV vOTU protease inhibitors, primary screen, biochemical, Pep-AMC substrate, fluorescence | Crimean-Congo hemorrhagic fever virus L polyprotein viral ovarian tumor (vOTU) protease … | inhibition, % at 11.5 µM | hit rate 0.55% among 370,000 | AID 651958, 2012; note: 0% = vehicle wells with enzyme and 100% = no enzyme wells
* hit, by the source's call; ? = inconclusive; . = not tested or not shown; + = active, no number. Cut-off read from the data, not from the text of the source, unless noted: active = inhibition above about 30%; inactive = the rest.

SMILES | Mtb FBA inh | Rv3671c inh | FadD28 FP inh | Mtb UGM inh | GDH-TPI inh | BoNT-F LC inh | VHR inh abs | MazEF act | BioA inh | CCHF vOTU inh
CCS(=O)(=O)N1CCN(C2CCC(C)CC2)CC1 (stereo not given) | 3 | -2 | 0.6 | 1.1 | 6 | -1 | -6 | -7 | 0.9 | -11
CS(=O)(=O)N(CC(=O)NC1CCCCC1)c1cccc(Cl)c1 | -6 | -8 | 0.7 | 0.7 | 13 | -32 | -13 | 3 | -2.0 | 1
O=C(CN1C(=O)c2ccccc2C1=O)Nc1cccc2cccnc12 | 9 | 1 | 0.6 | 1.2 | 1 | -3 | 34 | 2 | 0.1 | -1
Cc1nn(C)c(C)c1NC(=O)CSc1nc(-c2ccccc2F)nc2c1cnn2-c1ccccc1 | 2 | . | -2.9 | . | 9 | -1 | . | -191 | . | 5
Cc1ccc(-c2cc(C(=O)N3CCC(C)CC3)c3ccccc3n2)cc1 | 4 | . | -1.7 | -0.5 | 9 | -7 | 13 | -2 | 0.0 | 9
COc1cccc(C2(O)CCSCC2CN(C)C)c1 (stereo not given) | 2 | -11 | 0.5 | 0.4 | 10 | 15 | -8 | 7 | 0.5 | -3
Cc1c(-n2cccc2C=O)cccc1[N+](=O)[O-] | -3 | 3 | -1.0 | -2.2 | 18 | -13 | 9 | -22 | . | -4
CC(OC(=O)Cn1cc(C(F)(F)F)ccc1=O)C(=O)NC(C)c1ccc(Cl)cc1Cl (stereo not given) | 0 | -9 | -3.3 | . | 6 | -7 | . | 0 | -0.2 | 1
O=C(c1cccc(Cl)c1)C1CCCN(Cc2ccon2)C1 (stereo not given) | -2 | -4 | -0.7 | -3.8 | 4 | 1 | 8 | -2 | . | -7
COc1ccccc1NC(=O)c1ccc(NC(=O)COC(=O)c2cccnc2Cl)cc1 | 1 | -5 | -1.0 | 0.5 | 7 | -5 | . | 12 | . | 2
C[C@@H]1NC(=O)N(CCCn2ccnc2)C1=O | 0 | 2 | -0.5 | -1.5 | -3 | 15 | 9 | 8 | 0.3 | -8
O=C(CN1C(=O)CCC1=O)Nc1nc(-c2cccs2)cs1 | 3 | 8 | -1.9 | 0.5 | 10 | -7 | 2 | 7 | -1.9 | 10
O=C(Nc1ccc(Cl)cc1)N1CCCN(Cc2ccc(F)cc2)C1 | 0 | 1 | -2.5 | -0.8 | 9 | -14 | 0 | 7 | 0.0 | 2
CCOC(=O)c1cnc2ccc(C(=O)OC)cc2c1NCCc1ccc(OC)c(OC)c1 | 10 | -20 | -2.8 | 1.4 | 1 | -1 | -5 | 13 | . | -14
O=S(=O)(/N=C(/c1ccccc1)N1CCOCC1)c1ccc(Br)cc1 | -1 | -2 | -4.1 | -1.1 | -6 | -2 | 18 | 5 | -0.1 | 16
CCNc1nc(NCC)nc(N(CC)C(N)=S)n1 | 0 | 5 | -5.4 | 1.6 | 1 | ? | 25 | 9 | . | -2
C=CCN1CN(S(=O)(=O)c2ccc(OC)cc2)c2nc3ccccc3nc21 | 7 | -6 | -2.3 | -0.3 | 14 | -6 | -14 | 14 | 0.4 | -12
Cc1ccc(NNC(=S)Nc2ccc(C(C)C)cc2)c(C)c1 | -4 | 5 | -1.1 | 0.3 | 16 | -6 | 8 | 6 | -0.3 | -6
COc1ccc(CCNc2nc(-c3ccco3)cc(C(F)(F)F)n2)cc1OC | -1 | -9 | -3.2 | 1.0 | 4 | 1 | 23 | 1 | . | -5
O=C(O)CCC(=O)NCc1ccc(C(=O)O)cc1 | -1 | -5 | -3.2 | -0.4 | -1 | -5 | 10 | 0 | 1.3 | -2
OCC(CO)(CO)N=Cc1c(O)ccc2ccccc12 | -1 | -13 | -0.5 | 2.9 | 11 | 2 | 19 | 8 | -0.4 | 18
CC(C)OCCCNc1nc(-c2ccccc2)nc2ccccc12 | 0 | -12 | -0.4 | -3.1 | 2 | 6 | -4 | 3 | 1.1 | 11
COc1ccc(NC(=O)C2Cc3ccccc3CN2C(=O)c2ccccc2)cn1 (stereo not given) | 2 | -6 | -0.1 | 2.3 | 13 | -28 | -15 | 0 | -0.9 | 2
CCOc1ccc(S(=O)(=O)NNC(=S)Nc2ccc(Br)cc2)cc1 | 2 | -7 | -1.0 | -0.1 | 0 | -16 | -14 | 3 | 5.7 | -6
O=C(c1ccc(N2CCCC2=O)cc1)N1CCCCCC1 | 6 | -7 | 0.2 | 3.8 | 6 | -17 | 22 | -10 | 0.1 | 5

Two records picked at random from those above:
SMILES | Mtb FBA inh | Rv3671c inh | FadD28 FP inh | Mtb UGM inh | GDH-TPI inh | BoNT-F LC inh | VHR inh abs | MazEF act | BioA inh | CCHF vOTU inh
O=C(CN1C(=O)CCC1=O)Nc1nc(-c2cccs2)cs1 | 3 | 8 | -1.9 | 0.5 | 10 | -7 | 2 | 7 | -1.9 | 10
O=C(Nc1ccc(Cl)cc1)N1CCCN(Cc2ccc(F)cc2)C1 | 0 | 1 | -2.5 | -0.8 | 9 | -14 | 0 | 7 | 0.0 | 2

As entered above:
O=C(c1ccc(N2CCCC2=O)cc1)N1CCCCCC1 in VHR inh abs → 22
CC(OC(=O)Cn1cc(C(F)(F)F)ccc1=O)C(=O)NC(C)c1ccc(Cl)cc1Cl (stereo not given) in CCHF vOTU inh → 1

(cont.)
SMILES | Mtb FBA inh | Rv3671c inh | FadD28 FP inh | Mtb UGM inh | GDH-TPI inh | BoNT-F LC inh | VHR inh abs | MazEF act | BioA inh | CCHF vOTU inh
Cc1cc(NC(=O)[C@H](C)NC(=O)c2ccco2)ccc1Br | 1 | -6 | -1.3 | 4.7 | 1 | -16 | 10 | -6 | 0.3 | 4
COc1ccc2c(=O)cc(C(=O)O)oc2c1 | 6 | 3 | 0.6 | 1.3 | 9 | 5 | -3 | 17 | . | -20
COc1ccc(OCCSc2nc(N)cc(=O)[nH]2)cc1 | 0 | -1 | -3.0 | -0.1 | 2 | -6 | 11 | -15 | . | 0
COC(=O)c1cc(Br)c(=O)n(CCc2ccc(F)cc2)c1 | -5 | 4 | -4.1 | 1.7 | -11 | -8 | -2 | 7 | . | 4
COc1ccc(/C=N/Nc2cc(C)nc3ccc(Br)cc23)cc1 | 1 | 16 | -3.4 | -3.4 | 15 | 0 | . | -16 | -2.8 | 2
Cc1ccc(S(=O)(=O)/N=C(/c2ccc(F)cc2)N2CCCCC2)cc1 | 0 | 2 | 0.2 | 0.1 | 8 | 7 | 6 | 1 | 1.3 | 5
CCN(C(=O)COC(=O)c1ccc(F)c(S(=O)(=O)N2CCOCC2)c1)C1CCS(=O)(=O)C1 (stereo not given) | 1 | 3 | -0.1 | 0.2 | -5 | -9 | 10 | 4 | 0.9 | 1
CCc1cc(=O)oc2c3c(cc(OCC(=O)NCc4cccnc4)c12)OC(C)(C)CC3 | + | -6 | -4.2 | 3.2 | 4 | -1 | 16 | 0 | 15 | -166
CCc1ccccc1N1CC(C(=O)Nc2cc(C)on2)CC1=O (stereo not given) | -1 | -6 | -3.2 | 0.7 | -6 | -5 | 14 | 6 | -0.8 | -1
CC(C)NCc1cc(Br)ccc1OCc1ccccc1 | 1 | -4 | -3.0 | -0.3 | -4 | -5 | 34 | 7 | . | 9
O=C1CCC(C(=O)OCc2nnc(-c3ccc(Br)cc3)o2)=NN1 | 0 | -3 | -2.6 | . | -6 | -1 | . | 9 | -1.1 | 16
Cc1cccc(NC(=O)c2nc[nH]c2C(=O)NCC(=O)OCc2ccccc2)c1 | -1 | -11 | -1.1 | 0.0 | 0 | -20 | 27 | -8 | 0.6 | 13
Cc1ccc(-n2nc3c(=O)n(CCCC(=O)NCCc4ccccc4C)nc(C)c3c2C)cc1 | 2 | -1 | -3.8 | 0.1 | 0 | 7 | -4 | 5 | . | -4
CSc1nc(Cl)c(Br)c(Nc2c[nH]c(=O)[nH]c2=O)n1 | 0 | . | . | . | 9 | -1 | . | -5 | 0.0 | -1
NC(CS(=O)O)C(=O)O (stereo not given) | -1 | 3 | -3.2 | 0.5 | -7 | -3 | . | 10 | -2.7 | 11
Cc1nnc(-c2cccc(Br)c2)c2cn(-c3cccc(Br)c3)nc12 | 1 | -8 | -0.8 | 0.3 | 8 | 12 | 12 | -55 | 0.2 | -6
O=C(NCC1CCCO1)c1c(O)c2ccccc2[nH]c1=O (stereo not given) | -1 | -4 | -3.7 | -0.7 | -10 | 2 | 27 | 2 | -2.4 | 12
O=C(c1nc2ccccn2c1CN1CCC(Cc2ccccc2)CC1)N1CCCC1 | -9 | -6 | -1.4 | -5.0 | 2 | -2 | 4 | 6 | 0.1 | 2
COc1ccc(C(=O)NC(=S)NNC(=O)c2c(-c3ccccc3)noc2C)cc1OC | 4 | 15 | -3.1 | 3.7 | 12 | -13 | 16 | 4 | 3.6 | 3
CC(C)NC(=O)c1ccc2c(c1)N(CC(=O)N1CCCCC1)C(=O)C(C)(C)O2 | 0 | -4 | -1.2 | -1.9 | -2 | -33 | -12 | -6 | -1.5 | 0
CN1CCN(CCCCOc2ccc(Br)cc2)CC1 | 3 | 2 | 1.1 | 3.9 | 7 | 0 | 4 | 3 | -1.8 | -3
CCOc1cc(/C=N/NC(=O)c2ccc(CN3CCOCC3)cc2)ccc1OC | 3 | -14 | -3.0 | 3.4 | 21 | -3 | 18 | 3 | . | 7
COc1cc(/C=C2/SC(=Nc3ccc(O)cc3)NC2=O)ccc1O | -6 | 11 | -0.6 | -2.7 | 29 | 3 | 14 | -254 | . | 5
Cc1ccc(C(=O)NC(=S)Nc2ccc(NC(=O)c3cccc(Cl)c3)cc2)cc1 | -1 | 2 | 0.4 | 3.8 | 21 | 3 | 0 | -13 | 0.1 | 2
CC(=O)N1CCN(c2nc(C)nc3sc4c(c23)CCC(C)C4)CC1 (stereo not given) | -3 | 0 | 1.7 | 0.1 | 7 | 5 | 36 | 3 | 11 | -8
COCCCC1CCN(C(=O)C2CCC(=O)N(CCCc3ccccc3)C2)CC1 (stereo not given) | 0 | . | 1.7 | . | 13 | -2 | . | -3 | -0.8 | 0
O=C(CSc1n[nH]c(=O)n1C1CC1)c1c[nH]c2ccccc12 | -1 | 2 | -0.4 | 6.8 | 23 | 12 | . | -2 | -3.3 | 9
COc1ccc2c3c(c(=O)oc2c1OCC(=O)O)CCCC3 | 24 | 2 | -1.6 | 0.3 | 1 | -6 | 2 | 2 | . | -28
CC(C)(CNC(=O)CC1C(=O)NCCN1Cc1cccc(F)c1)N1CCOCC1 (stereo not given) | -3 | 0 | -0.4 | 4.0 | 6 | -5 | 2 | 9 | -0.8 | -1

Three compounds out of the list, arranged by molecular weight, ascending.
SMILES | Mtb FBA inh | Rv3671c inh | FadD28 FP inh | Mtb UGM inh | GDH-TPI inh | BoNT-F LC inh | VHR inh abs | MazEF act | BioA inh | CCHF vOTU inh
CSc1nc(Cl)c(Br)c(Nc2c[nH]c(=O)[nH]c2=O)n1 | 0 | . | . | . | 9 | -1 | . | -5 | 0.0 | -1
O=C(c1nc2ccccn2c1CN1CCC(Cc2ccccc2)CC1)N1CCCC1 | -9 | -6 | -1.4 | -5.0 | 2 | -2 | 4 | 6 | 0.1 | 2
Cc1ccc(-n2nc3c(=O)n(CCCC(=O)NCCc4ccccc4C)nc(C)c3c2C)cc1 | 2 | -1 | -3.8 | 0.1 | 0 | 7 | -4 | 5 | . | -4

The order is random, and some 4.9% of all compounds hit somewhere here.
